ST2 inh – inhibitors of human ST2 (IL1RL1) binding to IL-33; Q01638; 78,000 compounds, 2.3% hits; inhibition, % for hits at 17 µM; AlphaLISA ST2-Fc/biotin-IL-33 interaction, 1 h; AID 1259354; in the data active means inhibition above about 30%; inconclusive means mostly about 10% to 28%
Target sequence (Q01638 whole entry, looked up): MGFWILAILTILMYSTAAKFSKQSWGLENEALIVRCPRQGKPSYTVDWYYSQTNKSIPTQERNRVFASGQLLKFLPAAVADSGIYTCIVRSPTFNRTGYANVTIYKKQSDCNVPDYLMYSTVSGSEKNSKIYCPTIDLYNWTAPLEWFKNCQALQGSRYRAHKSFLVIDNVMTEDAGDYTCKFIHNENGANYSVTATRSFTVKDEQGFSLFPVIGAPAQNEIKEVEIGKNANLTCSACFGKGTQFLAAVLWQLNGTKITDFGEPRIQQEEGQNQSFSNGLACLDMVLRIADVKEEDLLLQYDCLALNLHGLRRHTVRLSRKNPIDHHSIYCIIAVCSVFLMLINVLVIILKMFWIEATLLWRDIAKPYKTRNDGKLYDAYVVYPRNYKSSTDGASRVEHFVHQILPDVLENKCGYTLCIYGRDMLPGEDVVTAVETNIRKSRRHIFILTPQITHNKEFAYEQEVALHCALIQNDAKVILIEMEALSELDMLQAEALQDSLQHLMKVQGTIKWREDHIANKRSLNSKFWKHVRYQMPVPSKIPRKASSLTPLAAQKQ
* marks the source's active call; other numbers are inactive results; i = inactive; ? = inconclusive.

SMILES	ST2 inh
COC(=O)NC(c1ccc(F)cc1)C(Cl)(Cl)Cl (stereo not given)	i
CC(C)Cn1c(CN2CCOCC2)nc2c1c(=O)[nH]c(=O)n2C	i
COc1ccc(CCNc2ncnc3c2cnn3-c2ccc(C)cc2C)cc1OC	i
CN1CCN(c2ncnc3c2cnn3-c2ccc(Cl)cc2)CC1	i
CC(=O)c1[nH]c(C)c(C(=O)N2CCCN(CC3CC3)C(C(C)C)C2)c1C (stereo not given)	?
COc1ccc(OC)c(S(=O)(=O)NCc2ccccc2OC)c1	i
COc1ccc(NC(=O)c2oc3ccccc3c2NC(=O)C2CCCC2)cc1	i
O=C(NCc1ccco1)[C@@H]1Cc2nc[nH]c2CN1Cc1cccnc1	?
Cc1cc(=O)[nH]c(SCC(=O)Nc2cccc(F)c2)n1	i
Cc1[nH]c2ccc(CNC(=O)[C@@H](O)Cc3ccccc3)cc2c1C	i
CC1=C(C(=O)Nc2cc(C)ccn2)C(c2ccsc2)C2=C(CCCC2=O)N1 (stereo not given)	i
O=C1CSC(c2ccccc2)N1C1CCCCC1 (stereo not given)	i
O=C(C[C@@H]1CCNC[C@@H]1Cc1cc(-c2ccccc2)on1)N1CCC(Cc2ccccc2)CC1	i
Cc1c(Cc2ccccc2)c(-n2ccnc2C)n2c(nc3ccccc32)c1C#N	?
CCCCNC(=O)c1ccc(-c2cccc(NC(C)=O)c2)o1	i
CCOC(=O)C1=C(N)OC2=C(C(=O)CC(c3ccccc3)C2)C1c1cccs1 (stereo not given)	i
Cc1cc(NC(=O)CN2C(=O)c3ccccc3S2(=O)=O)ccc1Br	i
O=C(NCCSc1ccccn1)c1ccc([N+](=O)[O-])cc1	i
COc1nc(F)c(F)c(Oc2ccc(C(C)=O)cc2)c1F	i
CCOC(=O)c1cccc(NC(=O)N2CCN(Cc3nc4cccnc4n3-c3cccc(F)c3)CC2)c1	i
CN1C(=O)c2ccc(NC(=O)c3ccc(S(=O)(=O)N4CCc5ccccc54)cc3)cc2C1=O	i
CC(=O)Nc1ccc(S(=O)(=O)N2CCN(S(=O)(=O)c3ccc(F)cc3)CC2)cc1	i
Cn1cnc([N+](=O)[O-])c1Sc1cn2c(n1)CCC2	?
COC(=O)CN1C(=O)N(CCc2ccccc2)C2(CCN(C3CCOCC3)CC2)C1=O	?
C=CCn1c(=O)[nH]c2cc(C(=O)N3CCN(c4cc(C)ccc4C)CC3)ccc2c1=O	i
O=C(NC1CCCCC1)c1noc2c1CCc1ccccc1-2	i
O=C(c1cccc(Br)c1)n1cnc2ccccc21	?
O=C1CCCC2=C1C(c1ccccc1)c1c(nc(SCc3ccccc3F)[nH]c1=O)N2 (stereo not given)	i
CC1CN(S(=O)(=O)c2ccc(I)cc2)CC(C)O1 (stereo not given)	i
COC(=O)c1cccc(Oc2ncnc3sc(C)c(C)c23)c1	i
COc1ccc(C2C(C(=O)NCC3CCCO3)c3cc(OC)c(OC)cc3C(=O)N2C)cc1 (stereo not given)	?
C=C(C)COc1cccc(C(=O)N2CCCC(C(=O)O)C2)c1 (stereo not given)	?
COc1ccccc1C(=O)Nc1c2c(nn1C(C)(C)C)CS(=O)C2 (stereo not given)	i
Cc1ccc(S(=O)(=O)CCC(=O)c2ccc(O)cc2O)cc1	?
O=[N+]([O-])c1ccc(Cl)c(-c2ncnn2-c2ccc(F)cc2)c1	?
Cc1ccc(C)c(OCC(=O)NCc2ccc3c(c2)OCO3)c1	i
COc1cccc(C2C(C(N)=O)=C(C)Nc3ncnn32)c1 (stereo not given)	i
Cc1c(C(=O)N2CCCCC2)oc2ccc(S(=O)(=O)N3CC(C)CC(C)C3)cc12 (stereo not given)	i
O=C(NC1CCCC1)C1c2ccccc2Oc2ccccc21	i
Cc1ccccc1NC(=O)C12CC3CCC1(C)C3(C)CO2 (stereo not given)	i
COc1ccccc1CN1CCC(CN(CC(C)C)C(=O)C2CCCO2)CC1 (stereo not given)	i
CCNC(=O)c1cc2c(=O)n3ccccc3nc2n(C(C)C)c1=N	?
CN(C)CC(=O)Nc1ccc(C(=O)Nc2cnc3n2CCCC3)cc1	?
CCCCN(Cc1ccc(C)s1)C(=O)C(C)N1CCN(C)CC1 (stereo not given)	i
O=c1oc2cc(O)ccc2cc1-c1nc(-c2cccs2)cs1	?

By substructure, those above containing an NH in an aromatic ring (seven)
SMILES	ST2 inh
CC(C)Cn1c(CN2CCOCC2)nc2c1c(=O)[nH]c(=O)n2C	i
CC(=O)c1[nH]c(C)c(C(=O)N2CCCN(CC3CC3)C(C(C)C)C2)c1C (stereo not given)	?
O=C(NCc1ccco1)[C@@H]1Cc2nc[nH]c2CN1Cc1cccnc1	?
Cc1cc(=O)[nH]c(SCC(=O)Nc2cccc(F)c2)n1	i
Cc1[nH]c2ccc(CNC(=O)[C@@H](O)Cc3ccccc3)cc2c1C	i
C=CCn1c(=O)[nH]c2cc(C(=O)N3CCN(c4cc(C)ccc4C)CC3)ccc2c1=O	i
O=C1CCCC2=C1C(c1ccccc1)c1c(nc(SCc3ccccc3F)[nH]c1=O)N2 (stereo not given)	i

Following part
SMILES	ST2 inh
CSc1ccc(-c2nc(CSCC(=O)N3CCN(Cc4ccccc4)CC3)c(C)o2)cc1	i
O=C(Nc1ccccc1)c1cnc2n(c1=O)CCS2	i
Cc1ccc(/C=C2\N=C(c3ccc(I)cc3)OC2=O)o1	47.0%*
COCCN(C)Cc1ccc(-c2nc(C)c(C)c(=O)[nH]2)cc1	?
CS(=O)(=O)N(Cc1ccccc1)Cc1ccccc1	i
O=C(O)c1cc(N=Cc2cc(Br)cc(Cl)c2O)ccc1O	?
O=Cc1ccc(-c2ccc([N+](=O)[O-])cc2)o1	?
Cc1ccc(OCC(=O)Nc2cc(Cl)ccc2OCc2cc(=O)n3oc(C)cc3n2)cc1	?
O=C1CC(c2ccc3c(c2)OCO3)CC2=C1C(c1cccnc1)Nc1ccccc1N2 (stereo not given)	i
COc1ccc(C(=O)N(CC2CCC(=O)N2)C(C)C)o1 (stereo not given)	i
Cc1ccc(C)c(Cn2c(CN3CCOCC3)nc3c2c(=O)[nH]c(=O)n3C)c1	i
COc1ccc(S(=O)(=O)N(CC(=O)Nc2ccccc2Br)c2ccccc2)cc1	i
O=C1CC2(CCCCC2)Oc2ccc(OCC(=O)N3CCOCC3)cc21	i
CCCSc1nc(C)c2cc(C)cc(C)c2n1	i
CCOc1ccc(C2CC(c3ccccc3C)n3nc(N)nc3N2)cc1 (stereo not given)	?
O=C(CSC1=NS(=O)(=O)c2ccccc21)Nc1c(Cl)cccc1Cl	i
COc1ccc(N2C(=O)C3C(c4ccc(F)cc4)OC4(C(=O)c5ccccc5C4=O)C3C2=O)cc1 (stereo not given)	i
CN(C)c1ncnc2c1CCN(S(=O)(=O)c1cccc3nsnc13)C2	i
CCCc1nc(C)cc(-c2ccc(F)c(CO)c2)n1	i
CCC(C)NC(=O)Cn1c(=O)n(Cc2ccc(C(=O)NC)cc2)c(=O)c2cc(OC)c(OC)cc21 (stereo not given)	i
C=C(C)Cn1c(SC)nc2sc3c(c2c1=O)CC(C)(C)OC3	i
CC1CCN(Cc2cc(O)c(CN3CCC(C)CC3)cc2O)CC1	?
COCCN(Cc1cccs1)C(=O)c1nccnc1C(=O)N1CCCCC1	?
Cn1cc(S(=O)(=O)CC(=O)N2CCCc3ccccc32)c2ccccc21	i
CSc1ccccc1C(=O)Nc1ccc(S(=O)(=O)N2CCOCC2)cc1	i
C=C(C(=O)O)C1CC(OC(=O)CC(C)CC)C2(C)CCCC(=C)C2C1 (stereo not given)	?
CCCc1cc(CN(C)C(=O)c2cccs2)[nH]n1	?
Cc1n[nH]c(C)c1CNC(=O)CC(c1cccc(Cl)c1)c1ccccc1O (stereo not given)	i
CSCC(=O)Nc1nc2c(s1)C[C@]1(C)CC[C@@H]3[C@H](OC(=O)[C@H]3C)[C@H]1[C@@H]2C	i
CC(C)(C)c1cc(Cl)ccc1OCCOCCN1CCOCC1	i

Fetched one by one from the entries so far:
SMILES	ST2 inh
COc1ccc(N2C(=O)C3C(c4ccc(F)cc4)OC4(C(=O)c5ccccc5C4=O)C3C2=O)cc1 (stereo not given)	i
C=C(C(=O)O)C1CC(OC(=O)CC(C)CC)C2(C)CCCC(=C)C2C1 (stereo not given)	?

Three of these compounds, set out differently.
| canonical_smiles | ST2 inh |
| --- | --- |
| O=C(NC1CCCCC1)c1noc2c1CCc1ccccc1-2 | i |
| Cc1ccccc1NC(=O)C12CC3CCC1(C)C3(C)CO2 (stereo not given) | i |
| COc1ccc(C2C(C(=O)NCC3CCCO3)c3cc(OC)c(OC)cc3C(=O)N2C)cc1 (stereo not given) | ? |

Of the compounds above, these have a COOH group:
SMILES	ST2 inh
C=C(C)COc1cccc(C(=O)N2CCCC(C(=O)O)C2)c1 (stereo not given)	?
O=C(O)c1cc(N=Cc2cc(Br)cc(Cl)c2O)ccc1O	?
C=C(C(=O)O)C1CC(OC(=O)CC(C)CC)C2(C)CCCC(=C)C2C1 (stereo not given)	?

(listing goes on)
SMILES	ST2 inh
Cc1cc(=O)oc2cc(OCC(=O)Nc3ccc4c(c3)OCO4)ccc12	?
CCC(C)Sc1nc2c(c(=O)n1-c1ccccc1)SCC2 (stereo not given)	?
Cc1c(Cl)c(C(=O)NCC(C)Oc2cccnc2)nn1C (stereo not given)	i
CCC(C(=O)Nc1cc2c(C)cc(=O)oc2cc1C)n1cccn1 (stereo not given)	i
COc1ccc(C(=O)C2CCCN(C(=O)CSc3ncccn3)C2)cc1F (stereo not given)	i
Cc1ccc(F)cc1-c1ccc(SCC(N)=O)cc1	i
O=C(C1CC1)N1CCc2cc(S(=O)(=O)N3CCOCC3)ccc21	?
CNc1nc(N2CCN(Cc3nccn3C(C)C)CC2)nc2c1CCC2	?
Cc1cc2ncn(-c3ncnc4sc(C)c(C)c34)c2cc1C	i
O=C(C1=C(O)C(=O)N(c2ncccn2)C1c1ccccc1F)c1ccco1 (stereo not given)	i
O=C1C2C3c4ccccc4C(c4ccccc43)C2C(=O)N1CCOCc1ccccc1 (stereo not given)	i
Cc1cccc(Cl)c1OCCNC(=O)CSc1nnc(N)s1	?
COCc1cn([C@H]2CO[C@H]3[C@@H]2OC[C@H]3O)nn1	i
Cc1cccc(C)c1NC(=O)C(C)N (stereo not given)	?
CN(CC1CCN(CCc2ccc(F)cc2)CC1)C(=O)c1ccc(-n2ccnc2)cc1	?
CCC(NC(=O)c1cc(NC(C)=O)ccc1Cl)c1cc(C)ccn1 (stereo not given)	i
COc1cc([N+](=O)[O-])cc(CN2CCN(Cc3ccccc3)CC2)c1O	i
COc1cc(OC)cc(C(=O)NCC2CCCN(C(=O)CC3=CCCCC3)C2)c1 (stereo not given)	i
COc1cccc(C2C3=C(CC(C)(C)CC3=O)OC(N)=C2[N+](=O)[O-])c1 (stereo not given)	?
Cc1cc(NC(=O)c2noc3c2CC(C)CC3)no1 (stereo not given)	i
Cc1c(NC(=O)COc2ccc(Br)cc2)cccc1-c1nc2ncccc2o1	i
CN(C)S(=O)(=O)N1CCc2ccccc21	i
COCCn1c(=O)[nH]c2cc(C(=O)N3CCN(Cc4ccc5c(c4)OCO5)CC3)ccc2c1=O	i
O=C(O)CC1COCCN1C(=O)CC12CC3CC(CC(C3)C1)C2 (stereo not given)	?
O=C(NC1CC(=O)N(CCCc2ccccc2)C1)c1ccco1 (stereo not given)	?
CCN(Cc1noc(C)n1)C(=O)c1ccc2cccc(Cl)c2n1	?
COc1ccc2nc(N=C(N)N)nc(C)c2c1	i
COc1ccc(-c2csc(Nc3ncccc3C)n2)cc1C	?
CN1CCCN(Cc2ccc(Br)s2)CC1	?
CCOc1cc(/C=C2/Sc3ccccc3C2=O)ccc1O	59.0%*
COC(=O)C1(C(=O)N2CCNC(=O)C2c2ccc(F)cc2)CC1 (stereo not given)	i
CC(=C\C(=O)O)/C=C(\C)CC(C)CCCCC(O)C(CO)C(=O)O (stereo not given)	?
O=C(Nc1nc2ccccc2s1)c1cccc(Br)c1	?
CN(C(=O)c1ccccc1Cl)c1ccccc1	?
CCc1csc(CNC(=O)[C@@H](N)CC2CCCCC2)n1	i
Cc1cc(NC(=O)CCCn2nc([N+](=O)[O-])c(Br)c2C)no1	i
CCOC(=O)C1(Cc2ccccc2Cl)CCN(C(=O)CCOc2ccccc2)CC1	i
COc1ccc(-c2noc([C@@H]3C[C@H](NS(=O)(=O)c4ccc(C)cc4)CN3C)n2)cc1	i
COc1ccc(C(=O)C2CCCN(C(=O)CCCc3ccccc3)C2)cc1OC (stereo not given)	?
CCOC(=O)c1nn(CCCc2ccccc2)c2c1CN(C(=O)c1n[nH]c3c1CCCC3)CC2	i
CC(=O)c1cccc(-c2nccc(-c3ccc(C)nc3C)n2)c1F	?
CC(CNC(=O)C1CCCC1)NC(=O)C1CCCC1 (stereo not given)	i
COc1cc(C=Nc2c(-c3ccc(O)c(OC)c3)nc3ccccn23)ccc1O	?
COc1ccccc1CNC(=O)C1c2cc(OC)c(OC)cc2C(=O)N(C)C1c1cccs1 (stereo not given)	i
Fc1ccccc1CCn1ccnc1-c1cccnc1	i
CN(C)CC[C@@H](c1ccc(Cl)cc1)c1ccccn1	?
Cc1ccccc1NCc1c(O)ccc2cc(Br)ccc12	i
COc1ccccc1CN1CC(C(=O)NCCOC(C)C)CCC1=O (stereo not given)	?
O=C(NCCCN1CCOCC1)c1ccc(Nc2cc(-c3ccccc3)ncn2)cc1	i
CC(C)c1cc(C(=O)N2CCC(Cc3cccc(C(N)=O)c3)C2)on1 (stereo not given)	i
O=C(NCc1ccccc1)c1noc2c1CCCC2	i
O=C1NC(Cc2ccc(F)cc2)(C2CCNCC2)C(=O)N1CCn1ccnc1 (stereo not given)	i
C1CCc2nnnn2CC1	i
Cc1ccsc1C1(C(=O)N2CCC(O)(C(=O)O)CC2)CC1(C)C (stereo not given)	i
CC(C)c1ccc(C2CC(c3ccc(Cl)cc3)Nc3ncnn32)cc1 (stereo not given)	i
CCC1CCCCN1C1Sc2ccc(C(=O)OC)cc2NC1=O (stereo not given)	i
COc1ccc(S(=O)(=O)N2CCN(c3nc(C)cc(N4CCCC4)n3)CC2)cc1	i
O=C(CN1C(=O)/C(=C\c2cccc(Cl)c2)Sc2ccccc21)N1CCOCC1	?
Cc1ccccc1OCc1nnc(SC(C)C(=O)Nc2nccs2)n1Cc1ccccc1 (stereo not given)	?
CC(=O)n1c2ccccc2c2c1c1ccccc1n2C	i

Only part of the results is shown; the hit share may differ from the screen's.
